# SENP8 block-1 – human SENP8 protease inhibitors, primary screen, biochemical, fluorescence, Nedd8 protein substrate, uHTS | Sentrin-specific protease 8 (Homo sapiens), Q96LD8 | recombinant SENP8 | inhibition, % at 20 µM | actives 0.64% (n = 360,000) | AID 602440, 2012; in the data active = inhibition mostly above about 40%, no sharp cut-off; inactive = mostly below about 27%
# Target sequence (Q96LD8 whole entry, looked up): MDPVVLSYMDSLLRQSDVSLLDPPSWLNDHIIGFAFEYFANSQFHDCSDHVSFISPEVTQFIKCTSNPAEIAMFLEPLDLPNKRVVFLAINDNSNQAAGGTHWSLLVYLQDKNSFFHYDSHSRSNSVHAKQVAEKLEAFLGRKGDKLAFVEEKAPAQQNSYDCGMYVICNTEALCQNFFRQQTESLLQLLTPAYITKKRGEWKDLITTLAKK
# NLRP3 yeast inh – NALP3 inflammasome inhibitors in reconstituted yeast, primary screen, luminescence, uHTS | inhibition, % at 10 µM | actives 0.39% (n = 330,000) | Yeast reconstituted NLRP3/ASC/caspase-1, beta-gal luminescence, 24 h;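 active = inhibition of 50% or more; inactive = inhibition below 50%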;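 note: plate controls were induced DMSO wells for no effect and uninduced yeast grown without galactose for full effect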
# PfG6PD inh – PfG6PD enzyme inhibitors, primary screen, biochemical, fluorescence intensity, uHTS. glucose-6-phosphate dehydrogenase-6-phosphogluconolactonase (Plasmodium falciparum 3D7). PfGluPho enzyme, NADPH resazurin-diaphorase fluorescence. inhibition, % at 20 µM. actives 0.78% (n = 350,000). AID 504690, 2011;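 active = inhibition reaching at least a set limit at 20 µM in the primary screen, cut at about 59% in these data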;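 note: 0% = DMSO wells with substrate and 100% = DMSO wells lacking glucose-6-phosphate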
# Apaf-1 inh – inhibitors of human Apaf-1 apoptosome, primary screen, biochemical, DEVD-Rh110 fluorescence, uHTS | reconstituted apoptosome caspase-3 activity | Apoptotic protease-activating factor 1 (Homo sapiens), O14727 | AID 489030, 2010 | actives 0.71% (n = 330,000) | inhibition, % at 20 µM; active = inhibition of at least 40% at 20 µM;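 note: plate controls were DMSO wells for no effect and DEVD-CHO caspase inhibitor wells for full effect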
#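 Assay system: Apoptosome proteins | Medium: pH 7.5 Hepes buffer with CHAPS, BSA, DTT | Also added: Cytochrome c and DEVD-Rh110 substrate | Times: 30 min plus 50 min, RT | Detection: Rhodamine 110 fluorescence at Ex 480/Em 540 nm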
# SENP1 inh – human SENP1 catalytic domain inhibitors, primary screen, biochemical, FRET, uHTS; inhibition, % at 10 µM; Sentrin-specific protease 1 (Homo sapiens), Q9P0U3; recombinant SENP1 catalytic domain, CyPet-SUMO1-YPet FRET cleavage; actives 0.21% (n = 360,000); AID 624204, 2012;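 active = inhibition at least 30% at 10 µM, raw YFP signal under a set limit, fluorescence ratio 0.5 to 1.5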;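 note: 0% = enzyme with DMSO and 100% = no enzyme wells; some results filed as inactive read as strong as hits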
# Target sequence (Q9P0U3 419-644 limits assumed): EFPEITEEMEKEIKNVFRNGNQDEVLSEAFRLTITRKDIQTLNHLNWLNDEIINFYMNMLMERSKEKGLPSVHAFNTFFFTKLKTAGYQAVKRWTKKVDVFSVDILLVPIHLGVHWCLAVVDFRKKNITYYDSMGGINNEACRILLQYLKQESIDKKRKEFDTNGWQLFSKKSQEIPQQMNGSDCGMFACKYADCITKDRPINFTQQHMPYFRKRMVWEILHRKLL
#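 Controls: no-enzyme wells low, DMSO-plus-enzyme wells high control. Test system: human recombinant His6-tagged SENP1 catalytic domain enzyme. Reagent: SFCypet-SUMO1-SFYpet FRET protein substrate, 25 nM final. Doses: one dose per compound, 10 µM, 0.5% DMSO. Detection: FRET, CFP and YFP emission. Timing: 50 min reaction at room temperature.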
# SENP8 block-2 – SENP8 protease inhibitors, primary screen, biochemical, luminescence; Sentrin-specific protease 8 (Homo sapiens), Q96LD8; purified SENP8, Z-RLRGG-aminoluciferin cleavage; actives 1.2% (n = 330,000); inhibition, % at 10 µM; AID 2540, 2010; in the data active = inhibition above about 50%
# HKDC1 inh – HKDC1 hexokinase inhibitors, primary screen, biochemical, fluorescence, uHTS | Q2TB90 | recombinant HKDC1, G6PDH/diaphorase resazurin coupled fluorescence | inhibition, % at 20 µM | actives 0.16% (n = 340,000) | AID 493160, 2011;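 active = inhibition above about 35% when tested at 20 µM, limit read from the data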;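 note: plate controls were DMSO wells with enzyme for no effect and DMSO wells lacking enzyme for full effect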
#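 System: Recombinant HKDC1 hexokinase | Amount: HKDC1 at 5 µg/mL | Reagent: Glucose with 1 mM ATP | Doses: Single 20 µM dose | Incubation: Reaction time 90 min, room temperature, protected from light | Signal: Coupled resazurin fluorescence, excitation 525 nm, emission 613 nm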
# SENP6 block – SENP6 protease inhibitors, primary screen, biochemical, luminescence, uHTS | Sentrin-specific protease 6 (Homo sapiens), Q9GZR1 | Recombinant SENP6 catalytic domain, aminoluciferin luminescence | inhibition, % at 10 µM | actives 1.8% (n = 330,000) | AID 2599, 2010;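 active = inhibition above about 50% at the single tested dose, limit read from the data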;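 note: plate controls were DMSO wells with enzyme for no effect and DMSO wells lacking enzyme for full effect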
# SENP7 inh – SENP7 protease inhibitors, primary screen, biochemical, luminescence, uHTS; Sentrin-specific protease 7 (Homo sapiens), Q9BQF6; recombinant SENP7, Z-RLRGG-aminoluciferin luminescence, 40 min; inhibition, % at 5 µM; actives 1.5% (n = 330,000); AID 434973, 2010;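 active = inhibition above about 50% at the single test dose, limit read from the data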;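 note: plate controls were DMSO with enzyme for no effect and no enzyme buffer wells for full effect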
# Numbers without * were called inactive; / = not tested or not shown.
SMILES,SENP8 block-1,NLRP3 yeast inh,PfG6PD inh,Apaf-1 inh,SENP1 inh,SENP8 block-2,HKDC1 inh,SENP6 block,SENP7 inh
COc1ccc(NCc2nnc(SCC(=O)Nc3ccc(OC)cc3)n2C)cc1,37.0,7.9,8.3,-4.9,0.7,-5.1,-9.0,4.6,-8.5
CCCCNC(=O)c1cccc2c(=O)c(C)c(-c3ccccc3)oc12,6.0,19.6,-8.1,5.9,0.5,1.8,-5.5,-35.4,-0.2
COc1ccc(N2CCN(CC(=O)Nc3ccc(C)c(C)c3)CC2)cc1,15.9,23.9,-1.5,7.9,0.9,-5.3,-0.4,1.3,-5.3
COCCCN1CCc2[nH]c(=S)[nH]c(=O)c2C1,11.3,9.3,-8.1,-12.5,-27.8,1.4,-6.8,1.5,-6.7
O=C(N/N=C/c1ccc(O)cc1)c1ccncc1,10.3,4.2,0.3,9.0,4.1,-0.8,-0.5,17.9,7.3
O=C(NC1CC2CCCC(C1)N2Cc1ccccc1)c1ccc([N+](=O)[O-])cc1 (stereo not given),12.5,22.1,-6.8,1.5,0.1,4.6,-4.7,-5.1,2.6
N#Cc1ccc(CC(C(=O)O)N2Cc3ccccc3C2=O)cc1 (stereo not given),11.6,17.7,-5.1,7.1,3.3,5.1,-2.4,-20.8,4.0
Cc1ccc(S(=O)(=O)NN2C(=O)c3ccccc3NC2C)cc1 (stereo not given),-405.8,-5.1,25.1,-5.0,1.6,2.3,-8.5,3.5,8.1
O=C(N1CCN(c2ccccc2)CC1)C1(S(=O)(=O)c2ccc(Cl)cc2)CC1,2.7,0.3,-0.8,-2.7,3.1,7.3,-4.5,-9.4,0.9
COc1cccc(N2CCN(Cc3nc(N)nc(Nc4ccccc4OC)n3)CC2)c1,11.7,4.9,3.3,1.2,1.2,-1.5,-1.5,-4.8,-0.8
O=C(O)c1cc(N/N=C/c2c[nH]c3ccccc23)ccc1Cl,-155.2,16.3,3.0,0.5,-35.0,5.7,-1.8,6.3,7.3
COc1cccc(CNC(=O)C2CCCN(S(=O)(=O)c3c(C)noc3/C=C/N(C)C)C2)c1 (stereo not given),-26.8,-4.3,2.4,-1.8,1.9,2.4,-2.0,-1.0,0.9
Cc1c(S(=O)(=O)Nc2cc(Cl)ccc2Cl)c(=O)n(C)c(=O)n1C,10.1,3.3,3.1,-0.7,0.1,-8.5,-2.3,-19.7,-3.2
O=C(CC(C(=O)N1CCc2ccccc21)n1ccnc1)NCc1ccccc1 (stereo not given),18.4,-18.3,-6.1,-20.6,-0.4,-1.3,-1.7,2.8,0.9
CCCCN(CC)CCNC(=O)c1ccc2c(Cl)c3c(nc2c1)CCC3,13.6,11.7,-1.1,11.1,0.0,3.5,0.6,9.9,2.5
COc1ccc(N(C)C(=O)c2onc3c2CCCC3)cc1,2.0,2.6,-1.1,-10.1,1.9,-9.5,-18.9,-13.9,2.3
CCCC(=O)Nc1nc2c(OC)ccc(OC)c2s1,-22.4,23.6,14.0,-1.0,1.8,4.5,-1.6,16.9,-5.7
Cc1ccc(C(=O)OC(C)C(=O)Nc2ccc(S(N)(=O)=O)cc2)cc1S(=O)(=O)N1CCOCC1 (stereo not given),9.1,15.2,-11.9,8.7,2.5,-4.9,1.3,4.7,-2.8
CC(C)(CNC(=O)C1CCCN1C(=O)c1cccs1)N1CCOCC1 (stereo not given),6.9,13.9,-13.8,0.5,-1.4,1.5,6.2,-14.1,4.3
COc1ccc(-n2c(-c3ccc(F)cc3)cnc2SCC(=O)NCc2ccco2)cc1,1.2,7.4,9.5,9.4,1.8,1.5,-10.7,2.7,0.3
COc1ccc(NS(=O)(=O)c2cccc(C(=O)NCc3ccco3)c2)cc1,-2.1,0.5,-0.9,7.2,-4.8,-9.5,-3.0,-12.1,-6.8
Cc1cccc2cc(COC(=O)C(C)(C)C)c(=O)[nH]c12,-70.0,14.3,-17.5,-1.0,-1.8,-3.1,1.3,-13.1,-5.9
CCOC(=O)c1ccc2nc(C)cc(Nc3cccc(C(=O)O)c3)c2c1,/,9.8,/,-1.3,/,-7.9,/,-6.5,10.7
CC(C)NC(=O)c1ccc2c(c1)N(Cc1ccccc1)C(=O)C(C)(C)O2,10.7,5.3,-5.2,2.3,4.7,-1.3,-1.9,16.0,-2.7
COC(=O)c1[nH]c2cc(OC)ccc2c1N,-458.4,-4.4,38.4,8.6,-37.1,-14.6,-2.3,-23.2,-14.9
Cc1ccc(-n2nc3c(c2NC(=O)/C=C\c2ccc4c(c2)OCO4)CSC3)c(C)c1,-203.6,13.3,15.7,5.4,-11.6,-8.6,-3.7,-11.6,6.1
COc1ccc(N=CC2=C(Nc3ccc(OC)cc3)c3c(C)nn(-c4ccccn4)c3CC2)cc1,/,34.7,/,92.6*,/,12.4,/,49.6,14.5
CCCN(Cc1ccccc1)C(=S)Nc1ccc(SC(F)F)cc1,10.2,/,18.9,/,1.2,/,-0.4,/,/
Cc1ccccc1Nc1c(-c2cccnc2)nc2cccc(C)n12,-193.4,-1.5,-23.6,7.1,4.1,7.4,-25.1,-6.3,-0.8
CCCN(CCC)c1nc(N(CCC)CCC)[nH]c(=O)n1,10.5,7.4,-20.5,6.0,2.5,4.7,15.3,-7.8,-4.2
COc1ccc(/C=C/C(=O)c2ccc(NC(=O)c3cccs3)cc2)cc1OC,-97.8,20.1,-6.3,0.1,-35.6,-4.2,2.3,-0.9,13.3
COCCNC(=O)c1ccc(C)c(NC(=O)C2=C(C)OCCS2)c1,6.8,7.6,-12.6,-1.7,-0.8,0.9,-0.2,-10.5,-7.5
COc1cccc(NC(=O)C/C(C)=N/NC(=O)C2CCCCC2)c1,9.5,19.2,0.4,-7.8,-1.7,6.2,-3.8,-23.7,4.2
